# Source: PubChem (several laboratories)
# RmlCD inh mix: mixture blocks RmlC and RmlD coupled enzyme activity. RmlC/RmlD coupled enzyme inhibition, 384-well mixture HTS. inhibition, % at 5.5 µM. 0.39% of 110,000 active. AID 1532; in the data active means inhibition above about 30%, passing the limit was not always enough; further: strong numbers were not always called active
# HIV RNase H inh: inhibitors of HIV-1 reverse transcriptase RNase H; P04585; RT-RNase H RNA/DNA duplex cleavage, fluorescence; inhibition, % at 10 µM; 1.9% of 65,000 active; AID 565; in the data active means inhibition above about 50%
# Numbers without * were called inactive; x = not tested or not shown. Only part of the results is shown; rates above refer to the full screens.
SMILES,RmlCD inh mix,HIV RNase H inh
Cc1cc(C(=O)CSc2nc3ccccc3[nH]2)c(C)n1CC1CCCO1 (stereo unspecified),-7,x
Cc1ccccc1NS(=O)(=O)c1ccc(N2CCCC2=O)cc1,8,x
c1csc(C2Nc3cccc4cccc(c34)N2)c1,3,x
CN(Cc1nc2ccccc2n1C)S(C)(=O)=O,-3,-3
CC(C)(C)NC(=O)COC(=O)c1ccc(S(=O)(=O)N2CCCCCC2)cc1,-11,-10
O=C(c1ccc(Cl)cc1)C1CCN(C(=O)NC2CCCCC2)CC1,-10,-7
Cc1c(CC(C)C)nc(N)c(C#N)c1-c1ccccc1,19,x
O=C(COc1ncnc2ccccc12)c1ccc2c(c1)OCCO2,-12,2
Cn1cnnc1SCC(=O)n1c2ccccc2c2ccccc21,-1,-54
Cc1ccc(-n2[nH]c(C)c(C=Nc3ccc(C)cn3)c2=O)cc1,8,10
CCn1c(SCC(=O)c2cc(C)n(CC3CCCO3)c2C)nc2ccccc21 (stereo unspecified),-11,-4
CS(=O)(=O)c1ccc2nc(NC(=O)Nc3cccc(Cl)c3)sc2c1,-16,x
O=C(O)c1cccc(Nc2nc(N3CCOCC3)nc(N3CCOCC3)n2)c1,-7,-3
COC(=O)C1C(=O)c2c([nH]c(C(=O)OCCOC(C)C)c2C)CC1C (stereo unspecified),5,-3
CCCCN1C(=O)NC(c2cccc([N+](=O)[O-])c2)C(C(=O)OCC)=C1C (stereo unspecified),5,x
CC(C)Oc1ccc(C2C(C(=O)c3ccco3)=C(O)C(=O)N2CCCN(C)C)cc1 (stereo unspecified),x,0
O=C(CN1CCN(c2ccccc2)CC1)Nc1cccc(C(F)(F)F)c1,-11,-4
Cc1ccc2c(c1)CC1(CN2C)C(=O)OC2(CCCCC2)OC1=O,-8,-1
CC(c1ccccc1)C(CC(=O)O)C(=O)NC1CCCCC1 (stereo unspecified),5,-20
Cn1c(CSc2nc3ccccc3s2)nnc1SCC(=O)NCCN1CCOCC1,6,3
O=C1c2ccccc2-c2onc3ccc(NCc4ccco4)c1c23,-3,-69
CCC(CC)C(=O)NC12CC3CC(CC(C3)C1)C2,3,x
Clc1ccc(-c2nn3c(-c4ccccn4)nnc3s2)c(Cl)c1,x,-8
O=C(O)c1ccc2c(c1)ncn2C1CCCCCC1,-6,23
Cc1c(/C=C2\SC(=O)N(CC(=O)Nc3ccc4c(c3)OCO4)C2=O)c2ccccc2n1C,-9,x
c1coc(-c2nnc(-c3cccs3)o2)c1,11,-18
COC(=O)c1cc2sccc2n1CC(=O)N1CCCc2ccccc21,8,-34
O=C1CNC(=O)c2c(nc3n2CCC3)N1,-8,-1
COC(=O)CCCC1=CC2=CC(=O)C(C)(OC(=O)c3cnc4ccccc4n3)C(=O)C2=CO1 (stereo unspecified),27,x
Cc1ccc(C(=O)Nc2cccc(C(F)(F)F)c2)cc1NC(=O)c1csc(-c2ccncc2)n1,2,x

# Quoted from the listing:
# In RmlCD inh mix, `O=C1c2ccccc2-c2onc3ccc(NCc4ccco4)c1c23` is entered as -3
# In RmlCD inh mix, `COC(=O)CCCC1=CC2=CC(=O)C(C)(OC(=O)c3cnc4ccccc4n3)C(=O)C2=CO1` (stereo unspecified) is entered as 27
# In RmlCD inh mix, `CCC(CC)C(=O)NC12CC3CC(CC(C3)C1)C2` is entered as 3
# In RmlCD inh mix, `Cc1ccc(C(=O)Nc2cccc(C(F)(F)F)c2)cc1NC(=O)c1csc(-c2ccncc2)n1` is entered as 2

# (more compounds)
SMILES,RmlCD inh mix,HIV RNase H inh
O=c1c2c3nc4ccccc4nc3n(CCN3CCOCC3)c2ncn1CCN1CCOCC1,x,-11
Cc1csc(SCc2nnc(-c3ccc(Cl)cc3)o2)n1,9,x
COC(=O)CSc1nnc(-c2cccnc2)n1-c1cccc(OC)c1,5,-20
Cc1c(Cl)cccc1NC(=O)CSCc1cc(=O)[nH][nH]1,-3,-7
Cc1ccc(S(=O)(=O)C(C#N)c2nc3ccccc3nc2N2CCCC2)cc1C (stereo unspecified),7,0
CCn1c(COc2ccc(C)cc2)nnc1SCC(=O)C(C)(C)C,-6,1
CC1=C(C)CS(=O)N(c2ccc(S(N)(=O)=O)cc2)C1 (stereo unspecified),-112,2
O=C(CSc1ccccc1)Nc1cccnc1,7,0
CCCCn1c(O)c(C(CC)=NCc2cc(OC)cc(OC)c2)c(=O)[nH]c1=O,-4,x
COCCSc1nc2c(c(=O)[nH]c(=O)n2C)n1CCC(C)C,12,-8

# Some of these compounds in order of number of heavy atoms, highest first:
SMILES,RmlCD inh mix,HIV RNase H inh
Cc1ccc(C(=O)Nc2cccc(C(F)(F)F)c2)cc1NC(=O)c1csc(-c2ccncc2)n1,2,x
COC(=O)c1cc2sccc2n1CC(=O)N1CCCc2ccccc21,8,-34
CC1=C(C)CS(=O)N(c2ccc(S(N)(=O)=O)cc2)C1 (stereo unspecified),-112,2

# Next part.
SMILES,RmlCD inh mix,HIV RNase H inh
CCc1c(C(=O)N2CCOCC2)csc1C,7,-1
COc1ccccc1-c1cc2nc(C)c(CCC(=O)NC(C)CCc3ccco3)c(C)n2n1 (stereo unspecified),7,x
CCCOc1ccc(-c2nc(C#N)c(N3CCC(C(N)=O)CC3)o2)cc1,20,x
CC(C)(C)NC(=O)C(c1ccco1)N(Cc1ccc(F)cc1)C(=O)c1snc(C(N)=O)c1N (stereo unspecified),12,-9
Clc1ccc(C2=CC(c3ccco3)n3ncnc3N2)cc1 (stereo unspecified),-15,x
CC1=CC(=C2C(=O)c3ccccc3C2=O)C=C(C)N1Cc1ccco1,x,17
CCC(=O)Nc1ccc(C(=O)c2ccccc2)cc1,6,5
COc1cccc(OC)c1NC(=O)Cc1nn(C)c(=O)c2ccccc12,-2,4
Cc1c(CNCc2cccs2)c(C(=O)O)c(C)n1Cc1ccccc1,-3,0
NC(=O)c1ccc[n+](CC(=O)OCCC23CC4CC(CC(C4)C2)C3)c1,2,x
CCC1(CC)C(=O)NN(c2ccccc2)C1=O,-11,x
COc1ccccc1-c1nn2c(-c3ccco3)nnc2s1,9,41
c1ccc2[nH]c(CSc3nc4ccccc4o3)nc2c1,-7,-14
CCCCn1ccnc1C(=O)c1cc(S(=O)(=O)N2CCOCC2)ccc1C,11,x
CCN(CCCNC(=O)C1CCC(=O)N1Cc1ccc(F)cc1)c1cccc(C)c1 (stereo unspecified),-7,-4
CCn1c(SCC(=O)C(C)(C)C)nnc1-c1cccnc1,-8,2
CCCNC(=O)c1ccc2c(=O)c(O)c(-c3cccc(Br)c3)[nH]c2c1,5,x
COc1cccc(NC(=O)c2ccc(CN3CCN(c4ccccc4)CC3)cc2)c1,-12,3
Cc1cc(OCC(=O)OC(C)C)c2c3c(c(=O)oc2c1)CCCC3,-11,-7
CCOC(=O)CN(C(=O)CNC(=O)c1ccco1)C(C(=O)NC1CCCCC1)c1cccs1 (stereo unspecified),-10,x
O=c1cc(-c2ccccc2Cl)oc2c(Br)ccc(O)c12,-8,x
CCn1cc(C(=O)O)c(=O)c2cc(OC)ccc21,-10,-5
CC1(c2ccc3c(c2)OCO3)NC(=O)N(CC(=O)NCCC2=CCCCC2)C1=O (stereo unspecified),13,5
N#Cc1ccc(-c2ccccc2)nc1SCC(=O)c1cccc(Cl)c1,7,x
CN(C)CCNC(=O)c1ccc(COc2ccc(Cl)cc2Cl)cc1,149,x
O=C(CCSc1nnc(-c2ccncc2)o1)Nc1ccc(Cl)cc1,13,-6
O=C(Nc1ccc(Cl)cc1)C1=Cc2ccccc2OC1,-13,x
C=CCSC1=N/C(=C\c2cc(OC)c3c(c2)OCO3)C(=O)S1,17,-33
CC1=Nc2ccccc2N=C(NC(=O)CSc2nnnn2-c2ccccc2)C1c1ccccc1 (stereo unspecified),x,-12
O=C(C1=C[C@H](c2ccccc2)C[C@H](OCCCCO)O1)N1CCN(Cc2ccccc2)CC1,-2,x
O=C(NCCCn1ccnc1)c1cn(Cc2ccc(F)cc2)nn1,-12,-6
COc1ccc(C)c(Cn2c(-c3nonc3N)nc3ccccc32)c1,x,-13
O=C(O/N=C1/CCSc2ccccc21)c1ccc(F)cc1,-18,x
COc1c(F)c(F)c(C(=O)O)c(Nc2ccc(C)cc2)c1F,-13,x
CCCCOc1cccc(C(=O)Nc2ccc(N3CCN(CC)CC3)cc2)c1,-12,10
COc1ccc(Cn2c3nc4ccccc4nc3c3c(=O)n(Cc4ccco4)c(C)nc32)cc1,x,62*
CC1CN(C(=O)c2cc3cc(Cl)cc(Cl)c3oc2=O)CC(C)O1 (stereo unspecified),-80,-23
CCc1cccc(NC(=O)C2CCN(S(=O)(=O)c3cccs3)CC2)c1,-17,x
O=C1C(=O)N(CCN2CCCCC2)c2ccccc21,9,x
COC(=O)c1ccc(CSc2nc3c(cnn3-c3ccc(Cl)cc3)c(=O)[nH]2)o1,9,59*
COC(=O)NCC(C)OC(=O)Nc1cccc(Cl)c1 (stereo unspecified),2,-9
CCN(CCCNC(=O)C1CCC(=O)N1Cc1ccccc1Cl)c1cccc(C)c1 (stereo unspecified),-12,x
Cc1ccc(S(=O)(=O)N2CCOCC2)cc1C(=O)N1C(=O)c2cccc(N)c2C1=O,-44,8
COc1ccc(N2C(=O)CCC2=O)cc1,-2,2
O=C(NCCc1csc(-c2ccccc2)n1)c1c(F)cccc1F,2,x
CC(NC(=O)CCl)c1ccc(Cl)c(Cl)c1 (stereo unspecified),-16,x
O=C(CSc1nc2ccccc2c(=O)[nH]1)N1CCCCC1,-8,-17
FC(F)(F)c1ccc(CN2C[C@@H]3C(c4ccccc4)C4(c5cccnc5)CC3(C4)[C@H]2c2ccccc2)cc1 (stereo partly specified),-11,x
O=c1cc(-c2ccc(O)c(-c3c(O)cc(O)c4c(=O)cc(-c5ccc(O)cc5)oc34)c2)oc2cc(O)cc(O)c12,-4,x
CCCCCCCC(=O)OCC(=O)[C@@]1(O)CC[C@H]2[C@@H]3CCC4=CC(=O)CC[C@]4(C)[C@H]3[C@@H](O)C[C@@]21C,-7,17

# (next part)
SMILES,RmlCD inh mix,HIV RNase H inh
Cc1cc(C(=O)OCC(=O)N2C(C)CCCC2C)c(C)o1 (stereo unspecified),3,-11
COc1ccc(Cc2c(O)nc[nH]c2=O)cc1,4,x
COc1ccc2[nH]c(=O)c(CN(C(=O)C3CCCO3)c3cccc(C)c3)cc2c1 (stereo unspecified),x,2
Cc1ccc(Cn2cnc3sc4c(c3c2=O)CCC4)c(C)c1,8,x
Cc1ccccc1N1C(=O)C2C3C=CC(C2C1=O)N(C)C3=O (stereo unspecified),-7,x
COc1cc(C(C(=O)NC(C)(C)C)N(Cc2ccc3c(c2)OCO3)C(=O)c2cnccn2)cc(OC)c1OC (stereo unspecified),-5,x
COc1ccc(-c2cc(-c3cc(OC)ccc3O)[nH]n2)cc1,-3,x
O=C(c1ccco1)c1cn[nH]c1-c1ccc(Cl)cc1O,11,-50
CCCCOc1ccc(/C(O)=C2/C(=O)C(=O)N(CCCOC)C2c2ccncc2)cc1 (stereo unspecified),x,-2
CCOC(=O)c1ccc(N2C(=O)c3n[nH]c(C)c3C2c2ccc(OC)cc2)cc1 (stereo unspecified),-1,0

# Retrieved one by one from the list above, 5 records:
SMILES,RmlCD inh mix,HIV RNase H inh
CCn1cc(C(=O)O)c(=O)c2cc(OC)ccc21,-10,-5
CCN(CCCNC(=O)C1CCC(=O)N1Cc1ccccc1Cl)c1cccc(C)c1 (stereo unspecified),-12,x
COC(=O)c1cc2sccc2n1CC(=O)N1CCCc2ccccc21,8,-34
CC1=Nc2ccccc2N=C(NC(=O)CSc2nnnn2-c2ccccc2)C1c1ccccc1 (stereo unspecified),x,-12
Cc1cc(C(=O)CSc2nc3ccccc3[nH]2)c(C)n1CC1CCCO1 (stereo unspecified),-7,x

# 2 successive records out of the list so far, for reference:
SMILES,RmlCD inh mix,HIV RNase H inh
CCCCOc1ccc(/C(O)=C2/C(=O)C(=O)N(CCCOC)C2c2ccncc2)cc1 (stereo unspecified),x,-2
CCOC(=O)c1ccc(N2C(=O)c3n[nH]c(C)c3C2c2ccc(OC)cc2)cc1 (stereo unspecified),-1,0

# More results
SMILES,RmlCD inh mix,HIV RNase H inh
CN1C(=O)c2ccccc2N(C)C1c1cccs1 (stereo unspecified),-8,-7
CCCn1nc(C(=O)N2CCc3ccccc3C2)c2ccccc2c1=O,-5,x
O=C(Nc1ccc(NC(=O)C2CC2)nc1)c1cccc(F)c1,10,3
CCOc1ccccc1C(=O)NCCC(=O)O,-10,0
c1cnc(N2CCN(Cc3c[nH]c4ccccc34)CC2)nc1,4,0
CCN(CC)C(=O)c1sc(NC(=O)c2ccc(Br)o2)c(C(=O)OC)c1C,-33,x
COCC(C)NC(=O)c1ccc(N(C)C)cc1 (stereo unspecified),-13,-3
O=C(NC1CCCCC1)C(c1cccnc1)N(C(=O)c1csnn1)C1CCCC1 (stereo unspecified),-7,x
Cc1ccc(S(=O)(=O)CC(C)N2CCOCC2)c(S(=O)(=O)CC(C)N2CCOCC2)c1 (stereo unspecified),-6,-7
CCN(CC)S(=O)(=O)c1cccc(C(=O)Nc2cccnc2)c1,-8,-19
COc1cc2c(cc1OC)C(c1ccc(-c3cc(Cl)ccc3Cl)o1)=NCC2,-23,x
O=C(COc1ccccc1)N1CCN(c2nnc(-c3ccccc3)c3ccccc23)CC1,-9,-8
O=C(C1CC1)N1CCc2cc(S(=O)(=O)N(CCO)Cc3ccccc3)ccc21,x,-18
COc1ccc(N2CC(C(=O)Nc3ccc(F)cc3F)CC2=O)cc1 (stereo unspecified),13,1
COC(=O)[C@H](C)NC(=O)Nc1cccc(C(F)(F)F)c1,3,-8
COc1ccc(Oc2nc(C(F)(F)F)nc3ccccc23)cc1,8,x
O=[N+]([O-])c1ccc(O)c([N+](=O)[O-])c1,11,x
COc1ccc(NCC(=O)Nc2ccc(C#N)cc2)cc1Cl,-7,x
